# a7 integrin act = qHTS for Activators of Integrin-Mediated Alleviation for Muscular Dystrophy | 0.064% of 350,000 active | alpha7betagal myoblasts, beta-gal FDG fluorescence, 48 h | Potency, µM (highest dose often 38.3 µM), for the others: top-dose activation, actives largely listed as activators;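 also: potency is read from the fitted curve at half-maximal effect; 100% = response of the positive control SU9516; nearly all actives have a fitted effect of over 60% in size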
#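 alpha7betagal+/- myoblasts (passage 13, 250/well) treated 48 h at 37C with compounds at 1:260 dilution of DMSO stock. Lysed, then beta-galactosidase activity read as FDG fluorescence (ex 480/em 540) after 30 min, with pre-read for autofluorescence.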
# A-T KAP1 phos = qHTS Assay for Identifying a Potential Treatment of Ataxia-Telangiectasia; 0.19% of 320,000 active; Potency, µM (doses to about 57.5 µM), without a hit: at the highest dose activation, usual class: activators; […] A-T fibroblasts, KAP-1 phosphorylation AlphaLISA; neocarzinostatin DNA damage 30 min before lysis; also: potency is read from the fitted curve at half-maximal effect; % of control where 0% means no effect; nearly all actives have a fitted effect of over 45% in size
#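 hTERT-immortalized A-T patient fibroblasts ([…]), 500 cells/well in OPTI-MEM, 1% FBS, got compounds for 60 min, then NCS for 30 min at 37C. Lysates were then assayed for phospho-KAP-1 by AlphaLISA (anti-pKAP1 donor, anti-KAP1 acceptor beads), 6 hr at 25C.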
# KCNH2 3.1 block = qHTS for Inhibitors of KCHN2 3.1: Mutant qHTS; activity change, % (tested at about 1.8 µM); Potassium voltage-gated channel subfamily H member 2, brain isoform KCNH2 3.1 (human); U2OS KCNH2 3.1, thallium flux FluxOr; hits give low values; 0.95% of 340,000 active;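 active = maximum activity change below -70%; inconclusive = maximum activity change from -70% to -50%; inactive = maximum activity change above -50%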;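 also: thallium influx rate constant from kinetic fluorescence after stimulation buffer; % is scaled to controls: 0 for no effect and ±100 for the full control effect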
#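 Virally transduced U2OS (3.1 isoform, 4 h infection in dark at RT) → overnight 37 C → FluxOr + Red40 in HBSS/HEPES, 45 min → stimulation buffer, 2 min kinetic read → rate constant vs DMSO controls.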
# MBNL1-CUG inh = qHTS Assay for Inhibitors of MBNL1-poly(CUG) RNA binding | 0.036% of 280,000 active | TR-FRET MBNL1-His/biotin-(CUG)12 binding, 665/545 ratio | Potency, µM (series often up to 57.5 µM), for the others: at the top dose activity change, negative = inhibition, hits mostly inhibitors; active = well fitted inhibition curve with a large enough effect in the signal ratio, with a control signal flat, not every such curve was filed as active; inconclusive = small, poorly fitted or top-dose-only effect, or effect the other way, or a change in a side signal; inactive = no such curve, though single readings can be large or run the other way; the % refers to the signal ratio; also: potency is read from the fitted curve at half-maximal effect; % is scaled to controls: 0 for no effect and ±100 for the full control effect
#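 TR-FRET readout: Ex 340 nm, 665/545 nm emission ratio, normalized to buffer-only (basal) and MBNL1-(CUG)12 controls. Complex of MBNL1-His with Biotin-(CUG)12, compounds 92 nM–58 uM, incubated 60 min at room temperature.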
# GALK inh = qHTS Assay for Inhibitors of Human Galactokinase (GALK); 0.007% of 270,000 active; P51570; Purified GALK, Kinase-Glo residual ATP luminescence; Potency, µM (series often up to 57.5 µM), for inactives: top-dose activity change, negative = inhibition, hits mostly inhibitors; also: potency is read from the fitted curve at half-maximal effect; % is scaled to controls: 0 for no effect and ±100 for the full control effect
#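 Kinase-Glo Plus luminescence measured ATP left after a 1 h room-temperature reaction. The reaction used 5 nM GALK, 100 uM galactose and 35 uM ATP at pH 8.0 (20 mM HEPES, 5 mM MgCl2, 60 mM NaCl, 1 mM DTT, 0.01% BSA).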
# KCNH2 WT inh = qHTS for Inhibitors of KCHN2 3.1: Wildtype qHTS; U2OS, BacMam KCNH2, thallium flux FluxOr; hits give low values; Voltage-gated inwardly rectifying potassium channel KCNH2 (Homo sapiens), Q12809; 0.37% of 340,000 active; activity change, % at 1.84 µM; AID 720551, 2013;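 active = maximum activity change below -70%; inconclusive = maximum activity change between -70% and -50%; inactive = maximum activity change above -50%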; also: % is scaled to controls: 0 for no effect and ±100 for the full control effect
# Target sequence (Q12809 whole entry, looked up): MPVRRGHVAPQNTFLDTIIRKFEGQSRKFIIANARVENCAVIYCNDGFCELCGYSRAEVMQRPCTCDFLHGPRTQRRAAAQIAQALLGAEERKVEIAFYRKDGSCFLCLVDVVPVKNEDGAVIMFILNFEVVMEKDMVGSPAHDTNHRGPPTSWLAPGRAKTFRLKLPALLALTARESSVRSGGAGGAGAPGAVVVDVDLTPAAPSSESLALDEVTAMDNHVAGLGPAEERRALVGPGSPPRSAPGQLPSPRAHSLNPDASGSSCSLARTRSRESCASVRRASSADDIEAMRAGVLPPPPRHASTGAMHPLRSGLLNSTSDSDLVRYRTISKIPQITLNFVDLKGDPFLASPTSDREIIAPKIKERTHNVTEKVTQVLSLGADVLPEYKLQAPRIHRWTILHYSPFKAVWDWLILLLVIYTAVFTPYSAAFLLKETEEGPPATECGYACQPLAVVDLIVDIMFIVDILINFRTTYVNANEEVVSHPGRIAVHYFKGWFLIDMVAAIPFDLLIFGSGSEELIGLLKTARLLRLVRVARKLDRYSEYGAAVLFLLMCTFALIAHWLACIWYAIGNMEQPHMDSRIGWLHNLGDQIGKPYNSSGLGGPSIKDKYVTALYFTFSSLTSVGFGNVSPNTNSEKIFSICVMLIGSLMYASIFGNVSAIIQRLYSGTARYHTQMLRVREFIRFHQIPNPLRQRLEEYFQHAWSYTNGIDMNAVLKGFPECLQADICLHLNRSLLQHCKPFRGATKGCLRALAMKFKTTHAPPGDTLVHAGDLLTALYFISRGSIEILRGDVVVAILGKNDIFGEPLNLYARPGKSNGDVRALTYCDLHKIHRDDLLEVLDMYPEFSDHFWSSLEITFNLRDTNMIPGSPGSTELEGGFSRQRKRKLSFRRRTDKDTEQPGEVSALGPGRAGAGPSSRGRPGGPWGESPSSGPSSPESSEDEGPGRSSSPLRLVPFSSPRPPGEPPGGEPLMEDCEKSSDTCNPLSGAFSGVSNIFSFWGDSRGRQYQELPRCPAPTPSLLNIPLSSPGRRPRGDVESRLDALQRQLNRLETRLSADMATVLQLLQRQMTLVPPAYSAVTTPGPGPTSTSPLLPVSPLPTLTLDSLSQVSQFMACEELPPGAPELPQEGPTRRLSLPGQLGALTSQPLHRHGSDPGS
#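 U2OS cells transduced with wild-type KCNH2 virus are loaded with FluxOr dye for 45 min, and thallium flux is measured in kinetic reads before and after stimulation buffer. Rate constants are normalized to DMSO controls.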
# Coupling enz = qHTS Assay for Inhibitors of Fructose-1,6-bisphosphate Aldolase from Giardia Lamblia: Coupling assay counterscreen; AID 2472, 2010; coupling enzyme system counterscreen, AmpLite Red fluorescence; 0.67% of 290,000 active; activity change, negative = inhibition, % at 58.2 µM, hits read low; in the data active = activity change below about -30%; also: % is scaled to controls: 0 for no effect and ±100 for the full control effect
#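 Counterscreen lacking aldolase: glyceraldehyde-3-phosphate coupling-enzyme reagent preincubated 10 min at RT with compound (at 57.5 uM final), then substrate/coupling system with AmpLite Red added; fluorescence read at 525/598 nm after 20 min RT.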
# ASM inhibitor = Inhibitors of Secretory Acid Sphingomyelinase (S-ASM): qHTS. placental ASM, HMU-PC fluorogenic substrate, 60 min. Potency, µM (titrated, usually from 57.5 µM), for inactives: at the top dose activity change, negative = inhibition, usual class: inhibitors. 0.006% of 340,000 active. AID 504937, 2011; also: potency is read from the fitted curve at half-maximal effect
#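 Steps: dispense placental human ASM, pin compound, wait 10 min at room temperature, add HMU-PC0 substrate at 9 uM final, incubate 60 min at 37 °C, add stop solution raising pH to 10, read fluorescence.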
# CXXC DNA block = qHTS Fluorescence Polarization Assay for Inhibitors of MLL CXXC domain - DNA interaction. Potency, µM (top dose mostly 115 µM), for the others: at the highest dose activity change, negative = inhibition, actives largely listed as inhibitors. Histone-lysine N-methyltransferase 2A (Homo sapiens), Q03164. 0.037% of 290,000 active. MLL-CXXC / FITC-HOXA9 DNA fluorescence polarization; active = well fitted inhibition curve with a large enough effect in the polarisation, with a control signal flat, not every such curve was filed as active; inconclusive = small, poorly fitted or top-dose-only effect, or effect the other way, or a change in a side signal; inactive = no such curve, though single readings can be large or run the other way; the % refers to the polarisation; also: potency is read from the fitted curve at half-maximal effect
#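 Steps: dispense CXXC domain solution (7 uM) → pin compounds or unlabeled HOX-A9 DNA control → 5 min ambient → add FLSN-HOX-A9 solution (50 nM) → spin → 30 min ambient → fluorescence polarization. Tris pH 7.5/NaCl/DTT/BSA buffer.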
# TRPV1 agonist = HTS Assay for Compounds that Act as Agonists of the Vanilloid Receptor 1; 0.19% of 320,000 active; TRPV1-expressing cells, Fluo-8 calcium influx, agonist mode; activation, % at 8.33 µM; Transient receptor potential cation channel subfamily V member 1 (Homo sapiens), Q8NER1; in the data active = activation above about 80%; inconclusive = between about 30% and that limit; also: 0% is about no effect
#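 Cells expressing TRPV1 were dye-loaded with Fluo-8 and read kinetically: 10 s baseline, 3 min after compound (agonist portion), then 2 min after EC20 capsaicin (allosteric enhancer portion). Calcium-bound dye fluorescence at 480/520 nm.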
# Active calls of the source: *; i = inactive; ? = inconclusive; · = not tested or not shown; [ ] = another dose, or the depositor's remark. Unless noted, calls follow the shape of the dose curve; as a rule, active = well fitted curve in the direction sought with a large enough effect; inconclusive = small, poorly fitted or top-dose-only effect, or another doubt; inactive = no such curve, though single readings can be large; an effect the other way counts as inactive or inconclusive.
SMILES,a7 integrin act,A-T KAP1 phos,KCNH2 3.1 block,MBNL1-CUG inh,GALK inh,KCNH2 WT inh,Coupling enz,ASM inhibitor,CXXC DNA block,TRPV1 agonist
CC1=CC(C)(C)N=C(Nc2ccc(C)cc2)S1,-54%[inhibitor],15%,-23,-14%,3%,-3,-1,3%,6%,0
NC(=O)c1c(NC(=O)Cn2cnc([N+](=O)[O-])n2)sc2c1CCCC2,-18%,6%,-34,?,-2%,21,-4,-1%,3%,-3
CC(=O)C1=C(O)C(=O)N(c2ccccn2)C1c1ccc(C)cc1 (configuration not stated),?,6%,0,26%,0%,-13,2,4%,-3%,5
CCC1(CC)C(=O)NN(c2ccccc2)C1=O,2%,·,-4,-16%,2%,-1,3,1%,13%,-1
COC(=O)c1ccc(C2SCC(=O)N2Cc2ccccc2)cc1 (configuration not stated),3%,-7%,0,2%,4%,-3,4,-3%,?,0
CCC1C(c2ccccc2)=CCC(C(=O)O)C1C (configuration not stated),17%,·,-10,·,·,-3,·,-1%,·,·
Cc1[nH]c(C)c(S(=O)(=O)N(Cc2ccccc2)C(C)(C)C)c1C(=O)N1CCCC1,0%,0%,9,-10%,0%,17,0,0%,4%,0
Cc1ccnc(SCc2cc(=O)c(OC(=O)c3cc([N+](=O)[O-])ccc3Cl)co2)n1,-4%,4%,-1,?,1%,5,1,9%,4%,-2
CC(=O)Nc1ccc(-n2c(C)ccc2-c2ccccc2)cc1,-39%,-9%,-44,9%,-6%,10,1,-5%,3%,10
COc1cc(/C=N/NC(=O)c2cc(-c3ccccc3C)nc3ccccc23)cc(OC)c1O,-34%,·,-15,·,·,2,·,-20%,·,·
O=C(Nc1cccc(O)c1)c1cccc(S(=O)(=O)N2CCCC2)c1,-2%,6%,-18,-11%,-4%,-7,-3,3%,12%,5
COc1ccc(C(=O)C2CCCN(Cc3cc(Cl)ccc3O)C2)c(OC)c1 (configuration not stated),-33%,17%,-74*,-5%,6%,18,-1,-1%,-4%,16

# At a glance, 9 of the compounds above.
SMILES,a7 integrin act,A-T KAP1 phos,KCNH2 3.1 block,MBNL1-CUG inh,GALK inh,KCNH2 WT inh,Coupling enz,ASM inhibitor,CXXC DNA block,TRPV1 agonist
CC1=CC(C)(C)N=C(Nc2ccc(C)cc2)S1,-54%[inhibitor],15%,-23,-14%,3%,-3,-1,3%,6%,0
NC(=O)c1c(NC(=O)Cn2cnc([N+](=O)[O-])n2)sc2c1CCCC2,-18%,6%,-34,?,-2%,21,-4,-1%,3%,-3
CC(=O)C1=C(O)C(=O)N(c2ccccn2)C1c1ccc(C)cc1 (configuration not stated),?,6%,0,26%,0%,-13,2,4%,-3%,5
CCC1(CC)C(=O)NN(c2ccccc2)C1=O,2%,·,-4,-16%,2%,-1,3,1%,13%,-1
COC(=O)c1ccc(C2SCC(=O)N2Cc2ccccc2)cc1 (configuration not stated),3%,-7%,0,2%,4%,-3,4,-3%,?,0
CCC1C(c2ccccc2)=CCC(C(=O)O)C1C (configuration not stated),17%,·,-10,·,·,-3,·,-1%,·,·
Cc1[nH]c(C)c(S(=O)(=O)N(Cc2ccccc2)C(C)(C)C)c1C(=O)N1CCCC1,0%,0%,9,-10%,0%,17,0,0%,4%,0
Cc1ccnc(SCc2cc(=O)c(OC(=O)c3cc([N+](=O)[O-])ccc3Cl)co2)n1,-4%,4%,-1,?,1%,5,1,9%,4%,-2
CC(=O)Nc1ccc(-n2c(C)ccc2-c2ccccc2)cc1,-39%,-9%,-44,9%,-6%,10,1,-5%,3%,10

# The listing continues:
SMILES,a7 integrin act,A-T KAP1 phos,KCNH2 3.1 block,MBNL1-CUG inh,GALK inh,KCNH2 WT inh,Coupling enz,ASM inhibitor,CXXC DNA block,TRPV1 agonist
CC1(C)c2ccccc2N2CC(=O)N[C@@]21/C=C/C=C/c1ccccc1,-13%,-8%,-15,5%,5%,-2,0,-4%,-2%,1
COc1ccc(C(=O)N2CCN(c3nnnn3-c3ccccc3)CC2)cc1OC,10%,2%,-8,6%,-3%,1,9,3%,-1%,0
COc1ccc(NCc2cc3cc(OC)ccc3[nH]c2=O)cc1,-22%,6%,-11,9%,0%,2,-20,12%,0%,2
c1ccc(CCNc2ccc3nncn3n2)cc1,8%,22%,-3,-10%,3%,13,-3,-2%,-5%,2
Cc1ccccc1OCCC(=O)Nc1ccc(F)c(Cl)c1,5%,15%,-16,·,0%,12,-7,0%,5%,?
CCCCC(CC)CNC(=O)C1C2C=CC(C2)C1C(=O)O (configuration not stated),-7%,-1%,-12,-9%,-4%,1,10,0%,1%,-2
Cc1cccc(NNC(=S)Nc2c(C)cccc2C)c1,1%,7%,-7,-6%,0%,0,0,-6%,25%,12
CC(=O)Nc1ccc(S(=O)(=O)N(C)CC(=O)N(C)Cc2sccc2C)cc1,-4%,1%,3,·,·,-11,·,5%,·,2
CCOc1ccccc1OCC(=O)N/N=C(\C)Cc1ccc(OC)cc1,-7%,·,-1,-2%,0%,1,2,0%,0%,-4
O=c1oc(-c2cccc(S(=O)(=O)N3CCOCC3)c2)nc2ccccc12,-18%,21%,-3,-11%,-1%,-2,1,-1%,-11%,13
COc1cc(OC)c(C(=O)Nc2ccc(N(C)C)cc2)cc1OC,5%,·,32,6%,3%,0,-14,-1%,1%,1
COc1ccc(C(=O)Nn2c(SCc3ccc([N+](=O)[O-])cc3)nc3ccccc3c2=O)cc1,?,0%,-39,5%,-1%,-20,9,-7%,-5%,1
CC(C)Cc1ccc(CN2CCCC(NC(=O)CCN3CCCCC3=O)C2)cc1 (configuration not stated),6%,4%,7,-3%,0%,7,0,2%,5%,11
Cc1c(OCC(=O)NC2CCN(Cc3ccccc3)CC2)ccc2c3c(c(=O)oc12)CCC3,13%,-3%,1,-4%,2%,-1,·,4%,5%,2
COc1ccc(S(=O)(=O)/N=C2/NC(=O)/C(=C\c3ccco3)S2)cc1,-11%,·,·,·,0%,·,11,12%,2%,-5
Cc1oc(-c2ccccc2F)nc1CS(=O)(=O)CC(=O)NC1CCCC1,1%,12%,-12,-10%,-2%,12,-1,-2%,9%,4
COc1ccc(C(C)NC(=O)c2ccc(Br)cc2)cc1OC (configuration not stated),26%,-2%,-7,-4%,2%,-6,5,1%,14%,?
O=C(CN(C(=O)CCC(=O)Nc1nccs1)c1ccc(F)cc1)NCc1ccccc1,13%,4%,-11,-7%,-2%,-14,0,-16%,3%,1
N#CC1=C(Nc2ccccc2)SC=C(c2ccccc2)N=C1N1CCOCC1,3%,·,-6,-12%,3%,16,2,-1%,8%,-8
Cc1ccc(S(=O)(=O)N2CCN(C(=O)C(Cc3ccccc3)NC(=O)c3ccccc3)CC2)cc1 (configuration not stated),-15%,-10%,-12,·,·,18,·,5%,·,?
CC(C)(C)CC(C)(C)SSc1n[nH]c(=S)s1,-42%,·,-7,·,·,-8,·,-1%,·,·
CCOCCCNC(=O)c1ccc(CS(=O)(=O)c2cccc(C(F)(F)F)c2)o1,35%,-3%,1,9%,1%,-12,0,0%,0%,2
Cc1ccc(CNC(=O)C2CC(c3cccc([N+](=O)[O-])c3)=NO2)o1 (configuration not stated),-3%,-1%,7,?,-1%,7,-2,0%,-1%,0
COC(=O)C1=C(N)Oc2cc(C)n(CC3CCCO3)c(=O)c2C1c1ccccc1OC (configuration not stated),9%,11%,-4,-1%,-1%,-4,-2,3%,0%,1
COc1ccc(C2CC(c3ccccc3)=NN2c2ccc(S(N)(=O)=O)cc2)cc1 (configuration not stated),-53%[inhibitor],?,5,34%[activator],2%,0,-2,i,5%,-3
Cc1cccc2cc(CNCC3CCCO3)c(Cl)nc12 (configuration not stated),1%,4%,8,-8%,4%,4,4,6%,3%,17

# The order is random (roughly 2% active in at least one column).
